CCT chaperon mod: High-Throughput Screening for Modulators of Cytosolic Chaperonin Activity | purified chaperonin ATPase assay, HTRF ADP detection, 30 min | activity change, % (test concentration not listed), hits read low | 360,000 tested, 0.3% active | AID 651819, 2012; in the data active means activity change below about -30%; further: on the % scale 0 is the no-effect control and ±100 the full control effect
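First, chaperonin was dispensed at 40 nM or 20 nM final depending on batch activity. Next, compounds were pinned at 76 uM and ATP added at 10 uM. After 30 min at 37 °C, ADP detection reagents ran 30 min at ambient temperature.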
PI5P4Ka inh: qHTS for Inhibitors of phosphatidylinositol 5-phosphate 4-kinase (PI5P4K) | Phosphatidylinositol 5-phosphate 4-kinase type-2 alpha (Homo sapiens), P48426 | PI5P4Kalpha enzyme, ADP-Glo luminescence, 60 min; active compounds read low | max response, % | 330,000 tested, 1.2% active; active means max response of -50% or lower; inconclusive means between -30% and -50%; inactive means -30% or higher; further: value at the top dose of about 77 µM; on the % scale 0 is the no-effect control and ±100 the full control effect
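ADP-Glo luminescence end-point read after a 60 min room-temperature kinase reaction of PI5P4Kalpha plus substrate, initiated with ATP at 5 microM final. Buffer: 0.038 M HEPES pH 7.4, EGTA, 0.1% CHAPS, 5% DMSO.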
PLK1 PBD block: qHTS for Inhibitors of PLK1-PDB (polo-like kinase 1 - polo-box domain): Primary Screen. 360,000 tested, 2.8% active. Potency, µM, inactives show max response, negative = inhibition, actives largely listed as inhibitors. Plk1 PBD binding of FITC phosphopeptide, fluorescence polarization; further: potency means the concentration at half of the fitted maximal effect; series mostly up to about 57 µM; on the % scale 0 is the no-effect control and ±100 the full control effect; nearly all actives have a fitted effect of over 65% in size
IL2 activator: qHTS of IL-2 Activators. 360,000 tested, 0.065% active. IL-2 activation reporter assay, cell-based qHTS; stimulated with anti-CD3/CD4/CD28 beads; in transgenic mouse T cells. activation, % (series mostly up to about 46 µM). AID 652025, 2013; in the data active means activation above about 50%; inconclusive means mostly about 30% to 49%; further: 0% is about no effect
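Unstimulated transgenic mouse T cells, 750 per well, received compound and, after 60 minutes, anti-CD3/anti-CD4 bead plus anti-CD28 stimulation. EGFP and DsRed were quantified after 18 hours.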
EPAC1 antag: qHTS for Antagonist of cAMP-regulated guanine nucleotide exchange factor 3 (EPAC1): primary screen; 360,000 tested, 0.14% active; EPAC1 GEF assay, Rap1b-BODIPY-GDP exchange fluorescence; Potency, µM (doses to about 115 µM), without a hit: top-dose activity change, negative = inhibition, most hits filed as inhibitors; AID 720709, 2013;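 further: potency means the concentration at half of the fitted maximal effect; plate controls were vehicle for no effect and positive control for full effect; nearly all actives have a fitted effect of over 50% in size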
Target sequence (O95398 whole entry, looked up): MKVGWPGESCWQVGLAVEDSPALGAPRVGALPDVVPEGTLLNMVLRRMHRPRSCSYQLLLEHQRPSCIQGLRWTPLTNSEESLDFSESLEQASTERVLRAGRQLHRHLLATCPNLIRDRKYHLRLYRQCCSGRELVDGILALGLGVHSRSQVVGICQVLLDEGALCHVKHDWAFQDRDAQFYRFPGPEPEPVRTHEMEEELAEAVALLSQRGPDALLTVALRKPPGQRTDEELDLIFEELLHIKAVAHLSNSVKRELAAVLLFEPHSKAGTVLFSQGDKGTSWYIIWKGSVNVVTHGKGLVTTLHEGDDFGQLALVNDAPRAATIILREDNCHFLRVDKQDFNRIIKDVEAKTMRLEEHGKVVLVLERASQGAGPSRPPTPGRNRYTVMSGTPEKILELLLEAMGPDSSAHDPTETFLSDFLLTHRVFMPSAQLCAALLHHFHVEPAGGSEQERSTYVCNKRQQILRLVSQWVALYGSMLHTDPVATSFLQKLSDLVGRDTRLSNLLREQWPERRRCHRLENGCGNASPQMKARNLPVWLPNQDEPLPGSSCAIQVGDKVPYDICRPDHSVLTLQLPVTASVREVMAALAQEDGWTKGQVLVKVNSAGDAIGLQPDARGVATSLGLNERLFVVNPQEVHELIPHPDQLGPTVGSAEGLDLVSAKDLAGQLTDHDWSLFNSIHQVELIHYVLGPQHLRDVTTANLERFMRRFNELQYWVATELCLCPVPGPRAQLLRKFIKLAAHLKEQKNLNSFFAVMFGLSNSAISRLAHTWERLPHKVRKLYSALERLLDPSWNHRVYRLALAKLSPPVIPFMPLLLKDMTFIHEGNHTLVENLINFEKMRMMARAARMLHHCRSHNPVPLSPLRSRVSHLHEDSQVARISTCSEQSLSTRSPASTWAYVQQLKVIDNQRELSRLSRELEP
EPAC2 agonist: qHTS for Agonist of cAMP-regulated guanine nucleotide exchange factor 4 (EPAC2): primary screen; Potency, µM (top dose mostly 154 µM), inactives show top-dose activation, hits mostly activators; AID 720711, 2013; Rap guanine nucleotide exchange factor 4 (Homo sapiens), Q8WZA2; 360,000 tested, 0.079% active; EPAC2 activation, biochemical qHTS; response scale: 100% = 6.5 mM cAMP response; further: potency means the concentration at half of the fitted maximal effect; nearly all actives have a fitted effect of over 50% in size
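Each well held 100 nM EPAC2, 250 nM RAP1B-BODIPY-GDP and 50 uM GDP. Fluorescence, read at 5-min intervals to 30 min, was referenced to a 6.5 mM cAMP positive control.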
EPAC1 agonist: qHTS for Agonist of cAMP-regulated guanine nucleotide exchange factor 3 (EPAC1): primary screen; Rap guanine nucleotide exchange factor 3 (Homo sapiens), O95398; EPAC1 agonist qHTS, biochemical assay; response scale: 100% = response to 6.5 mM cAMP; Potency, µM (highest dose often 154 µM), for the others: top-dose activation, most hits filed as activators; 360,000 tested, 0.073% active; AID 720707, 2013; further: potency means the concentration at half of the fitted maximal effect; nearly all actives have a fitted effect of over 60% in size
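EPAC1 100 nM, Rap1B–BODIPY-GDP 250 nM, unlabeled GDP 50 uM; compound titration; 5 min RT; kinetic read ex480/em540 at 5-min intervals ×30 min; data normalized to 6.5 mM cAMP agonist control.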
WRN helicase inh: qHTS for Inhibitors of WRN Helicase | Bifunctional 3'-5' exonuclease/ATP-dependent helicase WRN (Homo sapiens), Q14191 | WRN helicase unwinding, fluorescent forked duplex, kinetic | Potency, µM (top dose mostly 114 µM), without a hit: top-dose activity change, negative = inhibition, most hits filed as inhibitors | 360,000 tested, 0.46% active; further: potency means the concentration at half of the fitted maximal effect; on the % scale 0 is the no-effect control and ±100 the full control effect; nearly all actives have a fitted effect of over 55% in size
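WRN at 20 nM final preincubated with compound 15 min at room temperature; reaction started with 100 nM fluorophore/quencher forked duplex oligonucleotide and 2 mM ATP final. Unwinding followed kinetically by red fluorescence (ex 525, em 598 nm).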
* = called active by the depositor; ? = inconclusive; / = not tested or not shown; [ ] = another dose, or the depositor's remark. Unless noted, the call rests on the fitted dose curve; in most records, active means well fitted curve in the direction sought with a large enough effect; inconclusive means small, poorly fitted or top-dose-only effect, or another doubt; inactive means no such curve, though single readings can be large; an effect the other way counts as inactive or inconclusive. Some of the compounds tested; the hit share may differ from the screen's.

Order of results: CCT chaperon mod, PI5P4Ka inh, PLK1 PBD block, IL2 activator, EPAC1 antag, EPAC2 agonist, EPAC1 agonist, WRN helicase inh
C[C@@]12CCC=C[C@H]1[C@H](c1ccc(C(F)(F)F)cc1)N(Cc1ccccc1)C2=O
  1.5, 6, -6%, -0.6, -20%, -12%, -14%, -10%
O=C(c1[nH]c(C(F)(F)F)nc1-c1ccccc1)N1CCN(c2c(Cl)cncc2Cl)CC1
  -3.4, 0, -19%, 0.4, -14%, 10%, -12%, -5%
CCOc1ccc(CCNC(=O)c2ccc(F)c(S(=O)(=O)N3CCOCC3)c2)cc1OCC
  -3.2, -4, -4%, -1.7, 5%, -4%, -3%, -18%
CCc1nn(CCCC(=O)N2CCC(C)CC2)c(=O)c2cc3occc3n12
  -0.4, 2, -14%, -0.2, -7%, 5%, 14%, 3%
O=C(CNS(=O)(=O)c1cccs1)N1CCN(c2ccccn2)CC1
  2.8, 3, -2%, 1.2, -13%, 5%, -6%, -18%[57.1 µM]
CCNc1nc2c(c(=O)n(C)c(=O)n2C)n1CCCc1ccccc1
  2.4, ?, 3.4µM*, -0.7, 0%, 1%, -1%, ?
CCOc1ccc(C(C)=O)cc1CN1c2ccc(S(N)(=O)=O)cc2CC1C (stereo not drawn)
  -0.7, 1, -3%, -4.1, -28%, 11%, 0%, 4%
Cc1ccc(S(=O)(=O)N2CCN(C(=O)[C@H](Cc3ccccc3)NC(=O)c3ccco3)CC2)cc1
  1.6, -2, 4%, 1.6, -2%, 4%, 4%, 3%
CCCn1c(C2CCCN2c2nc(C)cs2)nc2cc(Cl)c(Cl)cc21 (stereo not drawn)
  -4.2, -8, -18%, 0.2, -19%, 22%, 0%, -1%
COc1ccc2[nH]c(CN3CCN(CC=C(C)C)C(CCO)C3)c(C)c2c1 (stereo not drawn)
  -1.1, -8, -13%, 0.0, -2%, 9%, 5%, -33%
COc1cccc(CN2CCN(Cc3cccc(Oc4ccccc4)c3)CC2)c1OC
  1.7, 3, -10%, -1.5, -26%, 12%, -6%, -12%
Cc1noc(C)c1COC(=O)CCCOc1ccc(Cl)cc1Cl
  -2.5, 14, -15%, -0.1, -4%, 7%, 1%, -14%
COc1ccc(-c2csc(NC(=O)c3cc(=O)c4ccccc4o3)n2)cc1OC
  -0.5, 5, -2%, -2.4, -15%, -3%, 1%, 7%
CC(C)(C)C(=O)Nc1ccccc1C(=O)Nc1ccncc1
  -4.0, 3, -6%, 1.3, 3%, -2%, 0%, 1%
C[C@H](NS(=O)(=O)c1c(Cl)cccc1Cl)C(=O)NNC(=O)COc1ccccc1F
  -0.3, -1, 4%, -0.5, 9%, -4%, 7%, 3%

Order of results: CCT chaperon mod, PI5P4Ka inh, PLK1 PBD block, IL2 activator, EPAC1 antag, EPAC2 agonist, EPAC1 agonist, WRN helicase inh
CC(C)Cc1nnc(NC(=O)CCC(=O)N2CCCCC2)s1
  2.8, 5, -11%, -0.4, -14%, 9%, 8%, -3%
Clc1ccc(C2=Nn3c(Cn4nnc5ccccc54)nnc3SC2)cc1
  -1.3, -20, 8.4µM*, -1.5, 0%, 5%, 0%, -11%
Cc1ccccc1C(=O)Nc1ccc(C(=O)O)cc1NC(=O)c1ccccc1C
  0.2, -1, 3%, -0.3, -1%, 4%, 9%, -6%
CS(=O)(=O)N1CCN(c2ccc([N+](=O)[O-])c3cccnc23)CC1
  -0.3, -1, -5%, -2.8, -11%, 1%, 2%, 4%
Nc1ncc(-c2ccc(-c3ccccc3)cc2F)cc1-c1ccccc1F
  0.0, 17, -16%, -0.8, -20%, 9%, 2%, 0%[57.1 µM]
Cn1c(SCC(=O)N2CC(=O)Nc3ccccc32)nnc1C(F)(F)F
  -1.5, -2, 0%, 1.8, 13%, -1%, -4%, 10%
COc1ccc(N2C(=O)c3ccc(C(=O)OC(C)C)cc3C2=O)cc1
  2.7, -21, 2.7µM*, 0.4, 9%, -18%, 8%, ?
Cc1ccc(C(C)C)c(OCC(=O)NC(=S)Nc2ccccc2N2CCOCC2)c1
  -0.4, 1, -9%, 2.6, -4%, 9%, -10%, -33%
Cc1ccc(NC2CCCN(C(=O)c3cccnc3)C2)cc1C (stereo not drawn)
  -2.3, -6, 2%, -1.8, -2%, 9%, -5%, -1%
O=c1c2ccccc2nc2n1CC/C2=C\N1CCN(c2ccc([N+](=O)[O-])cc2)CC1
  -2.7, -12, -7%, -2.7, ?, -1%, -14%, -3%
Cc1ccc(NC(=O)COC(=O)C(CC(C)C)N2C(=O)C3CC=CCC3C2=O)c(C)c1 (stereo not drawn)
  -2.8, -6, -5%, 0.9, 5%, 5%, 0%, 2%
O=C(NC1(N2CCOCC2)CC1)c1ccc(Cl)cc1
  -0.9, -2, -8%, 0.9, -7%, 1%, 17%, -1%
COc1ccc(CC(=O)Nc2ccccc2N2CCCCC2)cc1OC
  1.3, 9, -2%, 0.8, -23%, 9%, 5%, -3%
CCc1ccccc1NC(=O)CSc1nc2c(c(-c3ccco3)c1C#N)CCCC2
  -3.6, /, -10%, -1.2, 15%, -2%, 6%, -2%
CCOC(=O)COc1ccc(S(=O)(=O)Nc2cccc(SC)c2)cc1
  -0.4, /, -7%, -3.9, -10%, 16%, 18%, -4%

Order of results: CCT chaperon mod, PI5P4Ka inh, PLK1 PBD block, IL2 activator, EPAC1 antag, EPAC2 agonist, EPAC1 agonist, WRN helicase inh
O=C(O)c1ccc(-c2noc(-c3cccc(F)c3)n2)cc1
  /, /, /, 0.0, -14%, 4%, -18%, /
O=S(=O)(NCCC1=CCCCC1)c1cccc2nsnc12
  0.2, /, 1%, 1.9, 5%, -1%, -1%, 0%
CCn1c2ccccc2c2cc(CC(N)=O)ccc21
  0.8, 5, -2%, 1.5, -15%, 9%, -4%, -2%
CCOc1cc(C(=O)OCC(=O)NCc2ccco2)cc(OCC)c1OCC
  1.3, ?, -7%, -0.1, 0%, -16%, -20%, -13%[57.1 µM]
Cc1cc(C(F)F)n2nc(C(=O)NCc3ccccc3F)nc2n1
  0.4, 8, -3%, 0.2, -12%, 11%, 7%, -22%
C#CCOCCOCCOCCNc1nc(N2CCN(C(=O)[C@H](CCCN=C(N)N)n3cc(C(N)[C@@H](C)CC)nn3)CC2)nc(N2CCN(C(=O)[C@H](CCCCN)n3cc([C@@H](N)CC(N)=O)nn3)CC2)n1 (stereo partly drawn)
  -2.8, -7, -13%, 0.3, 0%, 8%, 4%, -7%
CC(C)Cc1ccc(CN2CCCC(NC(=O)Cn3cnnn3)C2)cc1 (stereo not drawn)
  -3.3, 12, -13%, -3.8, -7%, 3%, -10%, -33%
Cc1cc(=O)oc2cc(OCC(=O)OCC(=O)N(CCC#N)c3ccccc3)ccc12
  2.1, -2, 7%, -3.5, -3%, 1%, 4%, -8%[57.1 µM]
CC(=O)c1ccc(OCC(=O)Nc2ccc3nc(C)sc3c2)cc1
  -4.3, -6, 6%, -0.6, 20%, 13%, -1%, 5%
O=C(N/N=C/c1ccc(Br)cc1)c1ccc(NC(=O)c2ccccc2)cc1
  0.1, 11, 0%, 1.9, 15%, 3%, 18%, -8%
COc1cccc(CNC(=O)C(=O)NCC2CCCN2S(=O)(=O)c2cc(C)ccc2C)c1 (stereo not drawn)
  -1.3, -4, 0%, -0.9, 3%, 12%, 10%, -9%
Cc1cc2n(n1)C(c1ccc(O)cc1)Nc1ccccc1-2 (stereo not drawn)
  1.2, /, -2%, -0.7, -13%, 20%, 0%, -29%
Cc1ccc(C(=O)OCN2C(=O)c3ccccc3C2=O)o1
  -0.9, 0, 2%, -0.1, 7%, -11%, -12%, -3%
Cc1ccc(C)c(S(=O)(=O)N2CCN(C(=O)c3n[nH]c(=O)c4ccccc34)CC2)c1
  0.7, 1, -4%, -0.2, -7%, 7%, -2%, -4%
O=c1oc2ccccc2cc1-c1nnc(NCc2ccco2)s1
  -1.6, -16, -7%, 0.2, -12%, -6%, 4%, -29%
O=c1ccc2cc(S(=O)(=O)N3CCN(c4ccc(Cl)cc4)CC3)ccc2o1
  -3.8, -11, -17%, -1.0, 11%, -17%, 5%, 7%

Entries shown so far that contain an aryl methoxy group:
Order of results: CCT chaperon mod, PI5P4Ka inh, PLK1 PBD block, IL2 activator, EPAC1 antag, EPAC2 agonist, EPAC1 agonist, WRN helicase inh
COc1ccc2[nH]c(CN3CCN(CC=C(C)C)C(CCO)C3)c(C)c2c1 (stereo not drawn)
  -1.1, -8, -13%, 0.0, -2%, 9%, 5%, -33%
COc1cccc(CN2CCN(Cc3cccc(Oc4ccccc4)c3)CC2)c1OC
  1.7, 3, -10%, -1.5, -26%, 12%, -6%, -12%
COc1ccc(-c2csc(NC(=O)c3cc(=O)c4ccccc4o3)n2)cc1OC
  -0.5, 5, -2%, -2.4, -15%, -3%, 1%, 7%
COc1ccc(N2C(=O)c3ccc(C(=O)OC(C)C)cc3C2=O)cc1
  2.7, -21, 2.7µM*, 0.4, 9%, -18%, 8%, ?
COc1ccc(CC(=O)Nc2ccccc2N2CCCCC2)cc1OC
  1.3, 9, -2%, 0.8, -23%, 9%, 5%, -3%
COc1cccc(CNC(=O)C(=O)NCC2CCCN2S(=O)(=O)c2cc(C)ccc2C)c1 (stereo not drawn)
  -1.3, -4, 0%, -0.9, 3%, 12%, 10%, -9%
